# Assay outcomes from PubChem BioAssay.
# CHO-K1 Ca antag = M1 antagonist counterscreen hit in parental CHO-K1 cells. ATP-induced calcium, Fluo-8 fluorescence. inhibition, % at 3 µM. hit rate 0.6% among 360,000;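 active means inhibition above a per-plate cutoff, the plate's mean sample inhibition plus 3 SD, cut at about 24% in these data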;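 further: 0% = DMSO plus EC80 ATP and 100% = DMSO alone without ATP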
# M4 antag = CHRM4 antagonism in calcium assay; P08173; CHO-hM4 cells, ACh EC80, Fluo-8 calcium fluorescence; inhibition, % at 3 µM; hit rate 0.73% among 360,000; AID 624125;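 active means inhibition above its plate's cutoff, the mean inhibition of sample wells plus 3 SD, cut at about 27% in these data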;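 further: 0% = acetylcholine EC80 with DMSO and 100% = DMSO without agonist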
# Target sequence (P08173 whole entry, looked up): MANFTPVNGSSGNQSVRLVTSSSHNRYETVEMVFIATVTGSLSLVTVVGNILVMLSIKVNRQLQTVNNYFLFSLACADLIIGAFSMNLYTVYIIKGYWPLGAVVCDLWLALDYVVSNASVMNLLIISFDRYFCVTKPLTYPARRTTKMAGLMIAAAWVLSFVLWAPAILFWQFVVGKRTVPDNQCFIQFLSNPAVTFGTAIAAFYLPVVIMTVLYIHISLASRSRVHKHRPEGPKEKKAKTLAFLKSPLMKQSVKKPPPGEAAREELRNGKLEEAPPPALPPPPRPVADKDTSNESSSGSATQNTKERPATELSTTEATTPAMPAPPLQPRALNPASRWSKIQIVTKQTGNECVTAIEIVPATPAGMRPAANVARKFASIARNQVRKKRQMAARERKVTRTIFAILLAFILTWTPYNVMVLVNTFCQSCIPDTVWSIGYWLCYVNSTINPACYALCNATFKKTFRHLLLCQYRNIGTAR
# M1 ag parental = counter-screen for M1 agonists: effect in parental CHO-K1 cells; Fluo-8 calcium fluorescence; scaled to maximal ATP response, vehicle zero; activation, % at 3 µM; hit rate 0.48% among 360,000; AID 602248; in the data active means activation above about 15%;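 further: untransfected CHO-K1 host cells lacking M1 receptor as counterscreen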
# OXTR potentiate = potentiates the human oxytocin receptor response; activation, % at 3 µM; hit rate 0.061% among 320,000; P30559; CHO-OTR cells, Fluo-8 calcium fluorescence, potentiator mode; 0% = oxytocin EC15, 100% = EC100;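 active means activation above that plate's cutoff, the mean activation of tested compounds plus 3 SD, cut at about 6.6% in these data, passing the limit was not always enough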;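 further: 100% uses oxytocin at 75 nM as the full agonist control; some results filed as inactive read as strong as hits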
#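 Assay system: CHO-OTR cells, human receptor / Also added: oxytocin at about EC15, sub-maximal agonist stimulus / Dosing: single dose, 3.0 µM nominal final compound concentration / Incubation: 6 min pre-incubation, 100 s read / Technique: Fluo-8 calcium dye fluorescence / Read-out: % activation vs EC15 and EC100 oxytocin / Benchmarks: EC15 oxytocin low, 75 nM oxytocin high / Replicates: singlicate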
# M1 antag = antagonists of human M1 muscarinic receptor. P11229. CHO-K1 hM1, Fluo-8 calcium fluorescence, ACh EC80 antagonist. inhibition, % at 3 µM. hit rate 1.3% among 360,000. AID 588852;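 active means percent inhibition above its own plate's cutoff, namely the mean of that plate's compound wells plus 3 SD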;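 further: peak over basal fluorescence ratio during 140 s after agonist addition; 0% = ACh EC80 plus DMSO and 100% = DMSO alone without agonist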
# Target sequence (P11229 whole entry, looked up): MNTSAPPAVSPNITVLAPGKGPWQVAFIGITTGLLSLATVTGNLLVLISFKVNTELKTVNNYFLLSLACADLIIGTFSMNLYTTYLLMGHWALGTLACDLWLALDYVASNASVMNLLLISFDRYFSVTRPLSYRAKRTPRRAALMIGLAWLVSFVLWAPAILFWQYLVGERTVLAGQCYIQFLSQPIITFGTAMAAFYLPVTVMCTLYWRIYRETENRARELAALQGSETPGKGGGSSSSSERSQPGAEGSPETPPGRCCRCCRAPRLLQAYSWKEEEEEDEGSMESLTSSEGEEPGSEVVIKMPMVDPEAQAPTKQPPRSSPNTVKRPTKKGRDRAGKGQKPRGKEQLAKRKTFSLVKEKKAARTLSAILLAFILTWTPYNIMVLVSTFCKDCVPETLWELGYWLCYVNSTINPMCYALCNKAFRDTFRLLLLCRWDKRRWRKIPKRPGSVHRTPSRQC
# CHO parental Ca = counter-screen: ATP calcium response change in parental CHO cells | parental CHO-K1, ATP-induced calcium, Fluo-8 fluorescence | hit rate 0.63% among 330,000 | inhibition, % at 5.6 µM;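 active means inhibition above that plate's mean sample inhibition plus 3 SD, cut at about 26% in these data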;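 further: 0% = ATP-challenged DMSO wells and 100% = DMSO wells without ATP; some compounds past the cut are filed as inactive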
#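 test system = CHO parental line | reagent = ATP stimulus | measured by = intracellular calcium via Fluo-8 no-wash fluorescent dye | control set = ATP and no-ATP DMSO wells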
# CHRM1 agonist = activates human CHRM1 receptor | P11229 | CHO-K1 hM1, Fluo-8 calcium fluorescence, agonist mode; 0% DMSO, 100% acetylcholine EC100 | activation, % at 3 µM | hit rate 0.33% among 360,000 | AID 588814;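 active means activation above the run's mean compound activation plus 3 SD, cut at about 16% in these data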;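 further: peak over basal fluorescence ratio within a 140 s kinetic read after compound addition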
# CHRM4 agonist = CHRM4 agonism in calcium assay; P08173; CHO-K1 hM4/Gqi5, Fluo-8 calcium fluorescence; vehicle 0%, full acetylcholine response 100%; activation, % at 3 µM; hit rate 0.14% among 360,000; AID 624127;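 active means activation above the run mean over all test wells plus 3 SD, cut at about 32% in these data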;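 further: peak over basal fluorescence ratio per well then scaled between controls; 0% = DMSO wells and 100% = acetylcholine at EC100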
# M1 PAM = positive allosteric modulators of human M1 muscarinic receptor | CHO-K1 hM1, Fluo-8 calcium fluorescence, ACh EC20; 0% = ACh EC20, 100% = maximal ACh | P11229 | hit rate 0.088% among 360,000 | activation, % at 3 µM; in the data active means activation above about 19%, passing the limit was not always enough
# Active calls of the source: *; · = no result given.
canonical_smiles	CHO-K1 Ca antag	M4 antag	M1 ag parental	OXTR potentiate	M1 antag	CHO parental Ca	CHRM1 agonist	CHRM4 agonist	M1 PAM
COc1ccc(OC)c(NC(=O)c2cc3c(cc2Cl)N2CCCCCC2=NS3(=O)=O)c1	-7.5	7.4	0.1	2.6	3.8	-3.5	-2.8	2.4	-5.1
O=C(O)COc1cccc(NC(=O)C2CCCO2)c1 (stereo not given)	-13.9	3.1	-0.3	-11.3	-9.1	4.4	-2.5	0.1	7.3
S=C(NCCSCc1c(Cl)cccc1Cl)Nc1ccccc1	19.4	7.6	1.6	-9.3	1.8	9.6	-3.3	5.1	0.2
Cn1c(N)c(C(=O)COC(=O)c2cc(-c3ccco3)nc3ccccc23)c(=O)n(C)c1=O	-6.2	-10.5	1.1	·	-0.5	·	0.2	8.7	1.2
COc1ccc(NC(=O)CN2C(=O)COc3ccc(C)cc32)c(OC)c1	0.3	-5.7	1.9	0.8	-1.1	-3.6	2.2	3.5	7.2
OC(C#CCN1CCOCC1)(c1ccccc1)C1CC1 (stereo not given)	-5.0	5.2	0.5	-16.1	-10.5	3.0	-2.6	0.3	9.4
COC(=O)Cc1c[nH]c2cccc(OCC(O)CN(Cc3ccc([N+](=O)[O-])cc3)C(C)(C)C)c12 (stereo not given)	-6.8	-6.2	1.9	0.0	-11.5	-21.3	-6.9	1.2	6.9
CCOC(=O)C1(Cc2ccc(OC)cc2)CCN(C(=O)c2sc(C)nc2C)CC1	-6.6	-14.0	4.1	-13.7	0.4	-8.5	-3.1	10.6	-3.6
COc1ccc(S(=O)(=O)N2CCOC2CNC(=O)C(=O)NCCc2c[nH]c3ccccc23)cc1 (stereo not given)	4.4	-17.2	6.1	-6.0	8.1	5.4	1.1	17.7	-10.4
CC1(C)CC(=O)C(N=Nc2cc3c(cc2[N+](=O)[O-])OCCO3)=C(O)C1	-15.5	-5.4	1.1	-3.0	-3.7	-12.8	-1.1	1.7	7.3
N#Cc1c(NCCN)nc(-c2ccccc2)c2c1CCCC2	-8.2	-4.2	1.0	-13.8	-1.8	-24.8	-4.4	3.6	-1.6
CCCC(NC(=O)COc1cc2c(c3oc(=O)cc(C)c13)CCC(C)(C)O2)C(=O)O (stereo not given)	-9.8	6.4	0.3	-5.7	-4.2	-7.4	-2.2	-0.1	6.0
O=C(C1CCCCC1)N1CCN(S(=O)(=O)c2ccc(Br)cc2)CC1	-10.1	-3.6	1.9	-22.4	-5.8	-10.1	5.4	4.1	6.9
Cc1nn(-c2ccccc2C(F)(F)F)c(=O)c2noc(C)c12	-12.4	-4.3	0.5	-2.1	-7.5	-2.2	-0.4	0.9	4.1
Cc1ccc2nc(-c3ccc(C#N)cc3)c(Cc3ccccn3)n2c1	-16.3	5.8	2.0	·	-13.7	·	-6.0	1.2	-1.9
S=C(NN=Cc1ccc2c(c1)OCO2)NN=Cc1ccc2c(c1)OCO2	-4.2	0.2	0.0	·	-7.0	·	-2.2	0.0	0.6
Cc1ccc(S(=O)(=O)Nc2ccc3c(c2)C(=O)N([C@H](C)CO)C[C@H](C)[C@@H](CN(C)C(=O)Nc2ccc(C(F)(F)F)cc2)O3)cc1	-5.6	-4.9	-0.3	-8.7	-9.8	-18.1	-0.3	0.1	11.1
COc1ccc(CNC(=O)CCN2C(=O)c3ccccc3C2=O)cc1OC	-17.2	12.0	2.0	-15.7	-9.3	22.9	-3.2	1.6	6.5
C#CCOCCOCCOCCNc1nc(N2CCN(C(=O)[C@H](CCCCN)n3cc([C@@H](N)C(C)CC)nn3)CC2)nc(N2CCN(C(=O)[C@H](Cc3ccc(O)cc3)n3cc([C@@H](N)C(C)CC)nn3)CC2)n1 (stereo not given in full)	0.6	0.5	0.0	4.8	5.2	4.2	-7.9	2.3	7.5
CN(/N=C/c1ccc2c(c1)OCO2)c1nc(N2CCOCC2)nc(N2CCOCC2)n1	-7.7	-1.1	0.3	-4.8	-3.0	-12.4	1.0	1.0	9.5
CC1=NN(C(N)=S)C(=O)C1N=Nc1ccc(Cl)cc1Cl (stereo not given)	4.8	2.6	3.5	·	11.1	·	-0.6	2.7	-3.9
CCc1nc(SCC(=O)NC2CCCC2)c2c(=O)n(C)c(=O)n(C)c2n1	-5.0	12.4	0.7	-5.8	1.3	-8.8	-3.0	0.2	0.2
CC(C)Oc1ccc(C(=O)CCN2CCCCC2)cc1	6.8	11.2	0.1	-4.5	14.3	-10.8	-6.6	0.9	-2.1
COc1cccc(NC(=O)CN2CCCCCC2)c1	3.3	1.0	-0.5	-17.9	0.6	-2.9	-6.5	-0.4	7.7
C[C@H](NC(=O)c1nc[nH]c1C(=O)N(C)CCO)c1ccccc1	2.3	-10.3	-0.1	·	-11.5	·	0.6	-0.2	15.1
Cc1ccccc1CC1(CO)CCCN(C(=O)c2cc(-c3ccccc3)no2)C1 (stereo not given)	-7.0	-1.9	0.6	-7.2	-1.6	-21.4	-8.8	3.5	3.1
Cc1ccc2nc(-c3ccccn3)cc(C(=O)Nc3ccc(S(=O)(=O)N4CCOCC4)cc3)c2c1	7.8	-4.0	-0.1	-0.3	0.9	-21.0	2.2	1.4	3.1
COc1cc2c(cc1OC)C(C)N(C(=O)C(NC(=O)c1ccccc1)C(C)C)CC2 (stereo not given)	-18.4	-4.1	1.1	10.1	-14.2	-24.8	-3.3	1.4	13.4
Cc1cc(C(=O)NC(=S)Nc2cccc(C(=O)O)c2C)ccc1[N+](=O)[O-]	-11.6	0.3	0.1	-3.6	-10.0	-4.0	-1.1	1.3	7.7
Cc1ccc(NC(=O)c2ccc(CSc3nccc(C)n3)cc2)cc1	5.0	-1.5	1.6	-23.2	-3.0	-20.5	-2.6	3.2	3.2
Cc1cc2nnc(SCC(=O)NCC(c3ccccc3)N(C)C)n2c2ccccc12 (stereo not given)	-13.2	-5.3	0.4	-7.7	0.1	-12.7	-6.4	1.4	0.8
Cc1ccc2c(c1)Cc1nc3ccccc3nc1-2	-13.9	0.0	0.7	-3.2	-7.2	-12.7	-5.5	0.6	10.3
COc1ccc(C(=O)n2cc(C(=O)c3cc(C)ccc3O)cn2)cc1OC	6.6	11.9	0.8	-2.2	-7.8	-16.1	-4.5	0.5	5.4
CCC(=O)[C@@H](C)[C@@H](OC(C)=O)[C@H](C)C[C@@H](C)[C@H]1OC(=O)C[C@@]2(O)CC=C(C)C(O2)C(C)=CCCC[C@H](O[C@H]2C[C@@H](OC(N)=O)[C@H](OC(C)=O)[C@@H](C)O2)C=C[C@H](C)C[C@H]1C	-10.2	5.6	0.1	·	·	·	·	0.2	·
COc1ccc(CCNC(=O)c2ccc3nc(-c4ccco4)c(-c4ccco4)nc3c2)cc1OC	-0.8	16.3	1.8	-3.6	7.8	-6.1	-0.7	6.9	3.6
O=C(CC1C(=O)NCCN1Cc1ccc(F)cc1)NCCOc1cccnc1 (stereo not given)	-7.4	0.5	0.0	-4.6	-5.8	-2.0	-5.5	0.1	4.1
CC(=O)Nc1ccc(NC(=O)CSc2nnc3c4ccccc4n(C)c3n2)cc1	-4.7	-2.2	-0.6	6.4	-9.1	-21.1	-11.7	0.8	2.2
O=C(O)c1cccc(Nc2nc3ccccc3nc2NS(=O)(=O)c2ccc(F)cc2)c1	-7.4	-2.9	0.3	2.9	-13.6	5.3	-1.9	0.9	9.6
CC1=CC(C)(C)NC(=S)N1c1ccc(C)c(C)c1	-7.1	-7.4	0.4	5.1	20.6	8.2	-3.4	0.0	-6.1
Cc1c(CC(=O)N2CCN(C(=O)C3COc4ccccc4O3)CC2)c(=O)oc2cc(O)c(Cl)cc12 (stereo not given)	-1.1	6.6	2.3	-3.6	9.8	-16.7	-1.2	5.4	-2.1

# Next part, starting with the last two of the part before.
canonical_smiles	CHO-K1 Ca antag	M4 antag	M1 ag parental	OXTR potentiate	M1 antag	CHO parental Ca	CHRM1 agonist	CHRM4 agonist	M1 PAM
CC1=CC(C)(C)NC(=S)N1c1ccc(C)c(C)c1	-7.1	-7.4	0.4	5.1	20.6	8.2	-3.4	0.0	-6.1
Cc1c(CC(=O)N2CCN(C(=O)C3COc4ccccc4O3)CC2)c(=O)oc2cc(O)c(Cl)cc12 (stereo not given)	-1.1	6.6	2.3	-3.6	9.8	-16.7	-1.2	5.4	-2.1
O=C(CCc1nc(-c2ccccc2F)no1)NC1CCCCCC1	-15.2	-11.4	4.2	-7.3	-20.4	-18.2	-1.2	3.1	4.2
O=C(NCC(c1ccco1)N1CCCC1)c1cc(S(=O)(=O)N2CCCCC2)ccc1Cl (stereo not given)	-0.6	-2.1	0.4	-5.1	-6.0	-23.8	-8.2	2.4	4.3
Nc1ccn([C@@H]2O[C@H](CNCc3ccc(OCC(=O)Nc4nccs4)cc3)[C@@H](O)[C@H]2O)c(=O)n1	-2.7	-18.7	0.7	·	-12.6	·	-2.7	1.0	3.9
O=C(NCc1ccco1)c1ccc(CN2CCOCC2)cc1	24.2*	1.4	-0.3	-12.7	21.6	3.5	-0.1	0.4	-7.8
COc1ccccc1OCC(=O)NCC1CCCN(C(=O)c2cccc(C)c2)C1 (stereo not given)	-3.2	-7.2	0.7	·	-14.7	·	1.6	2.4	6.0
O=C(O)c1ccc(-n2nnnc2SCc2ccccc2F)cc1	4.5	8.0	-0.2	-4.2	6.6	-5.7	-2.7	1.5	-0.6
O=C(O)CC12CC3CC(C1)CC(n1ncc(NCc4ccccc4)c(Cl)c1=O)(C3)C2	-6.8	-6.1	0.5	-8.2	-5.4	-2.7	0.7	0.0	17.4
Clc1ccc(NC2(c3nnnn3C3CCCCC3)CCCCC2)cc1	-8.8	-2.1	0.3	-17.2	-10.1	-2.2	-4.2	-0.3	8.9
COC(=O)c1sccc1S(=O)(=O)Nc1ccc(C(O)(C(F)(F)F)C(F)(F)F)cc1	8.4	62.8*	60.6*	·	38.7*	·	66.4*	133.0*	-32.5
CC(C)N1C(=O)N(c2ccccc2)C(C)(O)CC1(C)C (stereo not given)	-4.0	17.7	-0.6	-4.4	4.4	-8.3	-1.9	0.5	2.8
Cc1ccc(-c2noc(CCC(=O)NC3CCN(Cc4ccccc4)CC3)n2)cc1	2.2	5.0	5.2	·	-20.8	·	-3.9	7.5	-2.9
CC(C)(OC1OC(CO)C(O)C(O)C1O)[C@H]1Oc2ccc3ccc(=O)oc3c2[C@H]1O (stereo not given in full)	-9.2	1.6	0.3	-8.8	-5.7	2.9	-0.6	3.0	10.0
CCOC(=O)N1CCN(C(=O)C2CC(=O)N(Cc3ccc(OC)cc3)C2)CC1 (stereo not given)	17.3	5.9	0.2	3.4	-4.8	-5.2	-3.4	0.4	3.0
COCCn1c(=O)[nH]c2cc(C(=O)N3CCN(c4cccc(C)c4C)CC3)ccc2c1=O	-8.2	0.7	-0.9	-8.9	-5.0	-8.9	-5.7	-1.1	4.5

# An unsorted share of the library (roughly 2.9% active in at least one column).
